# IMP-1 inh – IMP-1 metallo-beta-lactamase inhibitors, primary screen, biochemical, epi-absorbance readout, Pseudomonas aeruginosa enzyme; metallo-beta-lactamase IMP-1 (Pseudomonas aeruginosa); purified IMP-1, nitrocefin hydrolysis, epi-absorbance fluorescence; inhibition, % at 5.6 µM; 0.45% of 290,000 active; AID 1556, 2009;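 active = inhibition above the mean plus 3 SD of all compounds in the same screening run, cut at about 4.5% in these data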;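 also: 0% = IMP-1 with DMSO and 100% = DMSO wells lacking enzyme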
#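 system = purified recombinant IMP-1 beta-lactamase | amount = 0.2 nM IMP-1, as dispensed | medium = HEPES buffer pH 7.1 with ZnSO4 and Brij 35 | times = 25 °C, 15 min preincubation, 25 min reaction | detection = plate fluorescence quenching by hydrolysis product, ex 480/em 530 nm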
# MEKK2wt PB1 HTS – modulators of MEK5 binding to wildtype MEKK2, primary screen, biochemical, multiplex bead flow cytometry, Alexa488-MEK5; Mitogen-activated protein kinase kinase kinase 2 (Homo sapiens), Q9Y2U5; Alexa488-MEK5 binding to MEKK2 WT; actives lie on both sides; binding response (% of control), % at 10 µM; 1.1% of 290,000 active; AID 1531, 2009; in the data active = binding response below about 67% or above about 130%
# NALP1 inh – NALP1 inflammasome inhibitors in reconstituted yeast, colorimetric, S. cerevisiae, triplicate retest. S. cerevisiae NALP1/ASC/caspase-1 growth, X-gal OD620, 72 h. inhibition, % at 10 µM. 0.61% of 280,000 active. AID 2071, 2009; in the data active = inhibition mostly above about 24%, no sharp cut-off; inactive = mostly below about 32%; also: some compounds called inactive have numbers as strong as hits
# M18AAP inhibitor – PfM18AAP inhibitors, malaria aminopeptidase, primary screen, biochemical, QFRET, recombinant enzyme. M18 aspartyl aminopeptidase (Plasmodium falciparum 3D7). H-Glu-NHMec fluorogenic cleavage. inhibition, % at 7.35 µM. 1.2% of 290,000 active;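 active = inhibition above the campaign mean inhibition over all tested compounds plus 3 SD, cut at about 28% in these data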;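 also: 0% = plate median of test compound wells and 100% = 2 mM ZnCl2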
# DNA FID counter – compounds displacing fluorescent DNA intercalator, primary screen, artefact control for HCV NS3 helicase inhibitor project, biochemical, FID fluorescence. DNA fluorescent intercalator displacement. inhibition, % at 7.9 µM. 0.17% of 290,000 active; in the data active = inhibition above about 37%;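 also: 0% = vehicle and 100% = reference compound; higher means more ethidium bromide displaced from hairpin DNA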
# MEKK2 mut-MEK5 – MEK5 binding signal on mutant MEKK2 PB1, primary screen, biochemical, multiplex bead flow cytometry, Alexa488-MEK5; Alexa488-MEK5 binding to MEKK2 mutant; percent response, % at 10 µM; 0.35% of 290,000 active; AID 1530, 2009; in the data active = percent response above about 24%, passing the limit was not always enough; also: inactives centre near 1; some results filed as inactive read as strong as hits; reference of the scale not given here
# HCV NS3 hel inh – inhibitors of HCV NS3 helicase, primary screen, biochemical, Cy5 molecular beacon fluorescence | AID 1800, 2009 | 0.56% of 290,000 active | inhibition, % at 10.9 µM | Hepatitis C virus NS3 helicase | NS3 helicase DNA unwinding;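 active = inhibition above the mean of all tested compounds plus 3 SD, set per campaign, cut at about 35% in these data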;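 also: 0% = DMSO wells and 100% = thioflavine S control wells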
#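 Assay system: hepatitis C virus NS3 helicase domain fragment enzyme. Also added: annealed dual-labelled DNA beacon duplex, ATP-started. Timing: 1 h reaction at 25 °C, ATP-initiated. Technique: Cy5 fluorescence at 0 and 60 min, beacon hairpin quenching. Evaluation: % inhibition of unwinding. Replication: one well per compound.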
# VIM-2 inhibitor – VIM-2 metallo-beta-lactamase inhibitors, primary screen, biochemical, epi-absorbance readout, Pseudomonas aeruginosa enzyme; purified VIM-2, nitrocefin hydrolysis, epi-absorbance fluorescence; inhibition, % at 5.6 µM; 0.89% of 290,000 active;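 active = inhibition above the mean of all tested compounds plus 3 SD, cutoff set per screening run, cut at about 7.5% in these data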;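 also: red hydrolysis product quenches plate fluorescence so inhibitors raise well fluorescence; 0% = enzyme with DMSO and 100% = DMSO without enzyme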
# UBC9 SUMO inh – inhibitors of in vitro SUMOylation cascade, primary screen, biochemical, HTRF, uHTS | SUMO-conjugating enzyme UBC9 (Homo sapiens), P63279 | HTRF SUMOylation assay, SAE1/SAE2 + UBC9 | 0.36% of 290,000 active | inhibition, % at 35 µM; in the data active = inhibition above about 50%, passing the limit was not always enough; also: strong numbers were not always called active
# Target sequence (P63279 whole entry, looked up): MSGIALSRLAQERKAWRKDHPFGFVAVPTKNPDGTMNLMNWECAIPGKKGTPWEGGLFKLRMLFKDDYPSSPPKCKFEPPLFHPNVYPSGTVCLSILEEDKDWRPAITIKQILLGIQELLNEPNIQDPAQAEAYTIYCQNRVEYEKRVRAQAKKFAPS
# Numbers without * were called inactive; · = not tested or not shown. Outcome played no part in choosing rows; about 4.7% have a hit in one of these screens.
# Value order – IMP-1 inh	MEKK2wt PB1 HTS	NALP1 inh	M18AAP inhibitor	DNA FID counter	MEKK2 mut-MEK5	HCV NS3 hel inh	VIM-2 inhibitor	UBC9 SUMO inh
1. O=C(CSc1nnc(SCc2ccc(Cl)cc2)s1)N/N=C/c1ccccc1Cl
  -5.1	97	19	3	-4	20	7	-2.7	-17
2. CCOC(=O)C1CCCN(Cc2ccccc2F)C1 (stereo not drawn)
  -2.5	106	14	0	5	7	3	-3.8	8
3. COc1cc(C(=O)OCC(=O)N2CCCC2)cc(OC)c1OC
  -0.9	103	7	5	-2	8	3	-0.6	5
4. CCOc1cc(C2C(C(C)=O)=C(O)C(=O)N2CCc2c[nH]c3ccccc23)ccc1O (stereo not drawn)
  -2.7	108	-8	6	-25	0	-2	-4.9	0
5. Cc1ccc2cc(CCNC(=O)C3CCCCC3)c(=O)[nH]c2c1C
  -0.6	106	18	4	-13	2	2	0.6	-4
6. Cc1ccnc2nc(C(=O)Nc3nc(-c4ccccn4)cs3)nn12
  -3.5	100	-17	3	-11	0	0	-3.1	-105
7. CC1([N+](=O)[O-])COC2(OC1)C(=O)Nc1ccccc12 (stereo not drawn)
  -2.4	110	6	-4	1	6	-4	-0.1	8
8. Cc1cccc(C)c1OCc1cc(C(=O)N(C)Cc2cc(C3CC3)n[nH]2)no1
  -3.1	93	10	1	-38	-8	-14	-2.3	3
9. COC(=O)c1c(-c2c(Cl)cccc2Cl)noc1NC(=O)N(C)C
  -0.2	94	-3	1	-5	-8	5	-1.3	17
10. COc1ccc(NC(C)=O)cc1S(=O)(=O)N1CCc2ccccc21
  -2.0	101	4	1	-1	1	-6	-1.8	13
11. CC(C)CCNC(=O)c1cccnc1Sc1ccccc1
  -4.1	105	39	-3	-12	4	6	-4.1	4
12. CCCc1nn2c(=O)cc(CSCC(=O)Nc3ccccc3)nc2s1
  -3.9	101	16	-3	-2	3	17	-1.6	·
13. COc1ccc2c(c1)CCc1c(C(=O)Nc3ccc(OC)c(OC)c3)noc1-2
  -1.9	100	16	5	3	3	-2	-3.1	16
14. CN(CC(=O)Nc1ccc(F)cc1)C(=O)COC(=O)CCN1C(=O)C2CC=CCC2C1=O (stereo not drawn)
  -3.1	110	0	1	-12	8	1	-3.0	-3
15. CCOc1ccccc1N1CCN(C(=O)c2ccc3[nH]c(C)c(C)c3c2)CC1
  -1.8	100	10	1	-51	1	-7	-0.6	6
16. CCCn1nnnc1SCC(=O)c1ccc2c(c1)OCCO2
  1.4	110	-23	-7	-8	5	3	2.2	1
17. Cc1cc(C)c2oc(-c3cccc(N)c3)nc2c1
  -2.8	99	9	3	-24	7	-3	-0.9	17
18. COc1ccc2[nH]c(=O)c(CN(Cc3ccco3)C(c3nnnn3Cc3ccccc3)C(C)C)cc2c1 (stereo not drawn)
  -2.9	86	2	18	-11	-4	3	-5.3	10
19. CCOc1ccccc1NC(=O)C1CCN(c2nc(-c3ccc(OC)cc3)no2)CC1
  1.4	97	-5	-1	-20	-1	-23	-2.4	-1
20. CCN1CCN(C(=O)CSc2nc3c(c(=O)n(C)c(=O)n3C)n2C)CC1
  -1.3	94	16	-10	-3	1	-8	76*	3
21. COc1ccc(-c2sc(NC(C)=O)nc2-c2ccccc2)cc1
  -2.6	98	28	-10	-6	-2	-16	-0.9	-156
22. CCOC(=O)c1[nH]c(C)c(C(=O)N2CCN(c3ccccc3OC)CC2)c1C
  -1.4	106	-1	0	-25	9	11	1.1	7
23. O=C(O)c1cc(NC(=S)NC(=O)C(c2ccccc2)c2ccccc2)ccc1Cl
  -5.7	94	12	4	-28	-2	41*	-6.3	23
24. COc1ccc(OCc2nnc(SCC(=O)c3c(N)n(C)c(=O)n(C)c3=O)n2-c2ccccc2F)cc1
  -3.1	97	7	5	-2	-1	-2	-2.4	13
25. COCCNS(=O)(=O)c1ccc(C)c(C)c1C
  -1.2	97	17	5	-1	1	3	-3.4	-5
26. CC(=O)Nc1nc(S(=O)(=O)c2ccc(C)cc2)c(Cl)s1
  1.1	104	3	1	-3	3	-5	-1.2	15
27. O=C(O)c1ccc2c(c1)NC(=O)C(N1CCCC1)S2 (stereo not drawn)
  -0.7	99	16	12	1	6	-9	0.3	24
28. COc1cccc(CNC(=O)C2CCCN(S(=O)(=O)c3cccc4nonc34)C2)c1 (stereo not drawn)
  -1.1	102	-12	8	-2	-3	11	-1.1	12
29. Cc1ccc(NC(=O)C2CCCN(C(=O)c3ccc(Cl)cc3)C2)c(C)c1 (stereo not drawn)
  -1.4	103	7	-14	-31	0	-10	1.5	6
30. Cc1cc(C)c(NC(=O)CSc2nc3ccc(NC(=O)CSc4nnnn4-c4ccccc4)cc3s2)c(C)c1
  -2.9	98	19	-7	-3	-2	-3	-0.8	5

# Next part, overlapping the part above by four compounds.
# Value order – IMP-1 inh	MEKK2wt PB1 HTS	NALP1 inh	M18AAP inhibitor	DNA FID counter	MEKK2 mut-MEK5	HCV NS3 hel inh	VIM-2 inhibitor	UBC9 SUMO inh
27. O=C(O)c1ccc2c(c1)NC(=O)C(N1CCCC1)S2 (stereo not drawn)
  -0.7	99	16	12	1	6	-9	0.3	24
28. COc1cccc(CNC(=O)C2CCCN(S(=O)(=O)c3cccc4nonc34)C2)c1 (stereo not drawn)
  -1.1	102	-12	8	-2	-3	11	-1.1	12
29. Cc1ccc(NC(=O)C2CCCN(C(=O)c3ccc(Cl)cc3)C2)c(C)c1 (stereo not drawn)
  -1.4	103	7	-14	-31	0	-10	1.5	6
30. Cc1cc(C)c(NC(=O)CSc2nc3ccc(NC(=O)CSc4nnnn4-c4ccccc4)cc3s2)c(C)c1
  -2.9	98	19	-7	-3	-2	-3	-0.8	5
31. CC(=O)Nc1ccc(NC(=O)C(C)Oc2ccccc2F)cc1 (stereo not drawn)
  -2.5	100	-46	-1	-1	-2	-1	-0.3	9
32. CCOc1ccccc1Oc1cn[nH]c1-c1ccc(OCC(=O)NN)cc1O
  1.0	96	-2	17	-26	-7	9	2.6	-2
33. COC(=O)N/N=C/c1ccc([N+](=O)[O-])s1
  0.7	96	38	-1	3	-4	9	0.7	23
34. N#Cc1c(-c2ccccc2)nc(SCC(=O)Nc2ccccc2)[nH]c1=O
  -0.2	103	23	-3	-31	-1	22	0.1	12
35. O/N=C/C1=C(Cl)c2ccccc2CC1
  -5.1	100	15	3	0	0	-16	-7.7	20
36. Cc1onc(-c2c(F)cccc2Cl)c1C(=O)NCc1ccc(F)cc1
  -2.9	101	2	4	-12	3	-2	-1.1	20
37. COc1ccc(CCN2CC(C(=O)N(C)CCn3nc(C)cc3C)CCC2=O)cc1 (stereo not drawn)
  -2.5	106	9	-3	-25	5	9	1.0	1
38. O=[N+]([O-])c1ccc(N2CCCC2)nc1
  -1.3	94	16	-8	0	-17	10	-1.8	18
39. CCOc1ccc(NC(=O)Cn2nnc(-c3ccccc3NC(=O)c3cccs3)n2)cc1
  -4.5	103	5	2	3	0	5	-3.1	41
40. Cc1ccc(NC(=O)CNC(=O)Cc2cccc3ccccc23)nc1
  -2.0	101	9	3	-14	3	-2	-2.6	0
41. CC(C)(C)c1cc(C(=O)NNS(=O)(=O)c2ccccc2)n[nH]1
  -1.9	101	6	-2	-4	12	4	-2.1	22
42. Fc1ccc(-n2cc(-c3ccccc3)c3c(N4CCOCC4)ncnc32)cc1
  -2.9	107	-16	9	-17	0	-10	-0.7	4
43. CCCCNC(=O)C1CCCN1S(=O)(=O)c1cccc2nsnc12 (stereo not drawn)
  -2.8	100	·	-19	-5	11	7	-0.5	36
44. COCc1cc(C)nc(N2CCNCC2)c1C#N
  -3.1	95	12	-16	-3	-1	2	-1.6	2
45. CCN(C(=O)COC(=O)c1cc2c(s1)CCCCC2)C1CCS(=O)(=O)C1 (stereo not drawn)
  -0.6	110	-18	0	-28	9	-2	-1.9	10
46. CC(=O)c1cccc(NC(=O)c2cccc(NC(=O)c3ccco3)c2)c1
  -5.8	99	30	-5	-15	5	-33	-1.9	6
47. CCc1nc(CN2CCN(Cc3ccc(F)c(F)c3)C(CCO)C2)c(C)[nH]1 (stereo not drawn)
  -5.4	106	-28	0	5	16	-3	-1.5	-2
48. O=C(NCCc1ccncc1)Nc1ccc(Cl)cc1
  -2.7	100	-1	3	-1	-3	4	-3.5	19
49. COc1ccc(C(=O)C2CCCN(Cc3nc4ccccc4nc3C)C2)cc1OC (stereo not drawn)
  -1.0	98	4	-2	1	1	12	-0.2	14
50. COc1cccc(CN2CC(C(=O)NCc3ccc(C)o3)CCC2=O)c1 (stereo not drawn)
  -1.5	104	4	-13	-11	6	-1	-4.2	4
51. Cc1ccc(S(=O)(=O)N2CCCCC2)cc1NC(=O)COC(=O)Cc1cccc2ccccc12
  -2.9	97	20	2	-26	1	-7	-4.1	-25
52. COc1ccc2nc(NC(=O)CSc3nc(C)cc(=O)[nH]3)sc2c1
  -2.0	101	-12	6	-2	0	-10	-1.4	5

# Quoted at random: three records from the list.
# Value order – IMP-1 inh	MEKK2wt PB1 HTS	NALP1 inh	M18AAP inhibitor	DNA FID counter	MEKK2 mut-MEK5	HCV NS3 hel inh	VIM-2 inhibitor	UBC9 SUMO inh
46. CC(=O)c1cccc(NC(=O)c2cccc(NC(=O)c3ccco3)c2)c1
  -5.8	99	30	-5	-15	5	-33	-1.9	6
36. Cc1onc(-c2c(F)cccc2Cl)c1C(=O)NCc1ccc(F)cc1
  -2.9	101	2	4	-12	3	-2	-1.1	20
43. CCCCNC(=O)C1CCCN1S(=O)(=O)c1cccc2nsnc12 (stereo not drawn)
  -2.8	100	·	-19	-5	11	7	-0.5	36

# Along the list, from the results shown.
# Entries 44 to 47 in MEKK2wt PB1 HTS: 95, 110, 99, 106
# Entries 44 to 47 in M18AAP inhibitor: -16, 0, -5, 0

# 3 entries from above, sorted by number of heavy atoms, ascending:
# Value order – IMP-1 inh	MEKK2wt PB1 HTS	NALP1 inh	M18AAP inhibitor	DNA FID counter	MEKK2 mut-MEK5	HCV NS3 hel inh	VIM-2 inhibitor	UBC9 SUMO inh
44. COCc1cc(C)nc(N2CCNCC2)c1C#N
  -3.1	95	12	-16	-3	-1	2	-1.6	2
34. N#Cc1c(-c2ccccc2)nc(SCC(=O)Nc2ccccc2)[nH]c1=O
  -0.2	103	23	-3	-31	-1	22	0.1	12
37. COc1ccc(CCN2CC(C(=O)N(C)CCn3nc(C)cc3C)CCC2=O)cc1 (stereo not drawn)
  -2.5	106	9	-3	-25	5	9	1.0	1

# Screening results (PubChem BioAssay)
